Peg3 prom inh: inhibitors of Peg3 promoter; AID 588405; 360,000 tested, 1.7% active; inhibition, % at 20 µM; HeLa PEG-Prom luciferase reporter, luminescence, overnight;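 active means inhibition of at least 50% at 20 µM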
aDG glyco act: increases alpha dystroglycan glycosylation | activation, % at 10 µM | 360,000 tested, 0.22% active | Pro5-aDG cells, alpha-DG glycosylation AlphaScreen (IIH6); 0% Pro5, 100% B10-LARGE cell signal | AID 624168;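 active means activation of at least 8% versus controls, or a plate z-score of at least 8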;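 further: Pro5 are CHO cells carrying HIG-tagged alpha-DG that lacks glycosylation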
Shn3 inh set2: reduces Shn3 3'UTR luciferase signal in osteoblasts; Clone20 osteoblast Shn3 3'UTR firefly luciferase, 24 h; inhibition, % at 12.5 µM; 360,000 tested, 0.52% active; AID 588674;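 active means mean inhibition of at least 75% with every replicate also reaching 75%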;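 further: 0% = median of neutral control wells and 100% = pilot-screen positive control compound; some compounds past the cut are filed as inactive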
KKLEB tox: CF airway cell cytotoxicity counter-screen. KKLEB CF airway cells viability, ATPlite luminescence, overnight; hits give low values; cells stimulated with P. aeruginosa culture filtrate. activity change (cytotoxicity), % at 5 µM. 360,000 tested, 0.36% active;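 active means corrected activity change at or below -50% at 5 µM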
CF NFkB block: cystic fibrosis NF-kB activation inhibition. inhibition, % at 5 µM. AID 588850. 360,000 tested, 0.86% active. KKLEB NF-kB-GFP reporter, PAF-induced, GFP fluorescence overnight;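 active means at least 50% inhibition at 5 µM, scaled per plate between neutral and stimulator controls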;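 further: PAF is a Pseudomonas aeruginosa culture filtrate used as stimulus; plate controls were PAF-stimulated DMSO wells for no effect and unstimulated DMSO wells for full effect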
NR2E3 ag-1: activates human photoreceptor nuclear receptor NR2E3; GST-NR2E3/biotin-RetCOR TR-FRET, 1536-well; inhibition of corepressor binding, % at 4.78 µM; 320,000 tested, 0.12% active; AID 2300;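 active means percent inhibition above the cutoff of mean plus 3 SD of all tested compounds, set per screening campaign, cut at about 20% in these data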;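 further: 0% = DMSO wells and 100% = biotin wells as full block of FRET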
Target sequence (Q9Y5X4 whole entry, looked up): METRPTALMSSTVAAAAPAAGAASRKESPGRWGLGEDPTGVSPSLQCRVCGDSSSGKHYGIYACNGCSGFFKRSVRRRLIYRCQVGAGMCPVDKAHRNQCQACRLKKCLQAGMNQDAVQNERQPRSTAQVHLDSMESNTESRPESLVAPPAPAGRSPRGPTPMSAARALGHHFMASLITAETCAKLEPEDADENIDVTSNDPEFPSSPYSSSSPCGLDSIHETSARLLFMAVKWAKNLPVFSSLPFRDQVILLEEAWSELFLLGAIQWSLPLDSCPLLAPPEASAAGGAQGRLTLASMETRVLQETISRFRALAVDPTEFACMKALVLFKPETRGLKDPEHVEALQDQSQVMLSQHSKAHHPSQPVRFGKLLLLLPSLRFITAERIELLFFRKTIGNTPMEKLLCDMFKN
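Material: NR2E3–RetCOR corepressor complex / Amount: 1.35 nM GST-NR2E3 / Medium: Tris pH 7.5 / Compound: single nominal compound dose of 4.8 µM / Incubation: 5 h at 4 °C / Technique: TR-FRET, Eu(K)-anti-GST donor, streptavidin-D2 acceptor, ex 340, em 617/671 nm / Read-out basis: percent loss of FRET ratio relative to control wells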
TWEAK-Fn14 inh: inhibitors of TWEAK-Fn14 interaction signaling | TWEAK-stimulated Fn14 reporter cells, luciferase luminescence, 8 h | inhibition, % at 10 µM | 360,000 tested, 2% active | AID 1159606; in the data active means inhibition above about 50%
hiPSC survival: enhancers of human iPSC single-cell survival. hiPSC single-cell survival, ATPlite luminescence; 100% = ROCK inhibitor wells, 0% = DMSO. AID 602274. survival enhancement, % at 20 µM. 360,000 tested, 0.044% active; in the data active means survival enhancement above about 18%;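 further: cells exposed to compounds for 16 hours before the ATP read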
HIF-2a inh: blocks HIF-2a reporter activity; 360,000 tested, 0.72% active; 786-0 RCC cells HIF-2a reporter, luciferase luminescence, overnight; AID 624352; inhibition, % at 18.8 µM;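 active means inhibition of the luminescence signal of 40% or more relative to plate controls, in a single-dose primary screen at 18.75 µM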
MITF TRPM1 inh: reduces MITF-dependent TRPM1 promoter luciferase signal | SK-MEL-5 TRPM1 promoter luciferase, 24 h | inhibition, % at 12.5 µM | 330,000 tested, 0.83% active;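 active means mean inhibition across replicates of 60% or more, whatever share of single replicates reaches that level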; further: values of inactives mirror those of a sister screen read the other way
NR2E3 ag-2: human photoreceptor-specific nuclear receptor agonism | CHO-S Gal4-NCOR/VP16-NR2E3 two-hybrid, luciferase | AID 602229 | 360,000 tested, 0.35% active | inhibition of corepressor binding, % at 3.98 µM;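 active means inhibition above the mean of all tested compounds plus 3 SD, cut at about 70% in these data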;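 further: 0% = DMSO with NR2E3 transfected cells and 100% = cells lacking NR2E3 construct; higher means lower luciferase signal from less NR2E3 corepressor binding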
* hit, by the source's call; . = not tested or not shown. An unsorted share of the library; any-hit rate near 4.4%.

SMILES	Peg3 prom inh	aDG glyco act	Shn3 inh set2	KKLEB tox	CF NFkB block	NR2E3 ag-1	TWEAK-Fn14 inh	hiPSC survival	HIF-2a inh	MITF TRPM1 inh	NR2E3 ag-2
COc1ccccc1NS(=O)(=O)c1cccc(C(=O)NCC2(N(C)C)CCCCC2)c1	16	0.0	-14	0	0	1	2	-0.5	-4	2	-18
CC(C)c1ccccc1NC(=O)COC(=O)c1cc(=O)[nH]c(=O)[nH]1	15	0.4	-34	2	-7	2	10	-1.7	23	10	-18
Cc1ccc2oc(=O)c3cnn(CC(=O)N(CCN(C)C)Cc4ccco4)c3c2c1	-3	-0.4	2	-12	-2	3	2	0.1	-3	-6	-27
O=C(c1ccc(Cl)c(S(=O)(=O)N2CCCCCC2)c1)N1CCCCC1	-21	-0.2	-9	-2	-17	-1	-4	-0.3	-55	-8	-15
COc1ccc(C(=O)N(CC(=O)Nc2sc(C)c(C)c2C(N)=O)C2CCCC2)cc1	12	0.0	14	5	2	3	32	0.6	10	19	-21
N#CCSc1ncccc1-c1nc2ccccc2[nH]1	-31	1.0	-8	6	-2	5	10	-0.1	-39	9	16
COC(=O)CCC(=O)N(CCN(C(=O)CCC(=O)OC)c1ccccc1)c1ccccc1	-5	-0.1	-19	-4	12	4	-22	-0.2	10	-4	3
Cn1cccc1Cc1nnc(SCC(=O)Nc2ccc3c(c2)OCCO3)n1CCc1ccccc1	8	0.1	6	31	-3	8	-1	0.2	-8	11	-20
O=C1c2ccccc2C(=O)N1CSc1nnnn1-c1ccccc1	14	0.0	4	0	-7	0	5	2.8	5	-1	-17
CC(C)CN(C(=O)CSc1ccc2c(c1)OCCO2)c1c(N)n(CC(C)C)c(=O)[nH]c1=O	2	0.1	-2	-5	0	2	-9	0.4	16	0	5
CCOc1cc(CNCc2ccncc2)cc(Cl)c1OC	-96	-0.3	18	8	-3	2	-22	1.7	15	-2	-3
Cc1nc2ccc(NC(=O)COc3ccccc3[N+](=O)[O-])cc2s1	-56	0.3	-1	24	-30	2	-36	-0.2	-101	-20	0
CC12CCCCC1c1ccccc1C(=NCC(=O)O)N2 (centres undefined)	7	-0.1	-4	1	-1	0	-15	-0.6	10	-10	11
Cc1ccc(C(=O)OCn2nnc3ccccc3c2=O)cc1[N+](=O)[O-]	2	-0.2	6	6	-11	1	-1	-0.4	16	3	-20
Cc1[nH]c(=O)[nH]c(=O)c1NC(=O)c1sc2nc3c(C)cccc3cc2c1N	12	0.0	1	-3	4	-5	10	3.0	16	8	-22
NC(=O)CCCCC(=O)OCCCc1cccs1	1	0.0	-2	-4	-11	-1	4	9.1	7	-6	6
CN(C)S(=O)(=O)c1ccc(C(=O)OCCN=C2NS(=O)(=O)c3ccccc32)cc1	3	0.5	5	5	-3	3	-1	-1.2	-2	.	-12
CC(=O)Nc1ccc(OCC(O)Cn2c(C(C)C)nc3ccccc32)cc1 (centres undefined)	4	0.1	5	6	4	5	-46	-2.5	15	0	24
CC1Cc2cc(S(=O)(=O)CCC(=O)NC3CCCCC3)ccc2N1C(=O)C1CC1 (centres undefined)	24	-0.2	7	11	-12	0	7	0.0	6	7	13
Cc1ccc(NC(=O)COc2ccc(N(C)S(=O)(=O)c3ccc(F)cc3)cc2)cc1	9	0.0	30	4	1	2	10	-0.5	5	1	-2

In a second layout: 2 of the compounds above
O=C1c2ccccc2C(=O)N1CSc1nnnn1-c1ccccc1
  Peg3 prom inh: 14
  aDG glyco act: 0.0
  Shn3 inh set2: 4
  KKLEB tox: 0
  CF NFkB block: -7
  NR2E3 ag-1: 0
  TWEAK-Fn14 inh: 5
  hiPSC survival: 2.8
  HIF-2a inh: 5
  MITF TRPM1 inh: -1
  NR2E3 ag-2: -17
CC(C)CN(C(=O)CSc1ccc2c(c1)OCCO2)c1c(N)n(CC(C)C)c(=O)[nH]c1=O
  Peg3 prom inh: 2
  aDG glyco act: 0.1
  Shn3 inh set2: -2
  KKLEB tox: -5
  CF NFkB block: 0
  NR2E3 ag-1: 2
  TWEAK-Fn14 inh: -9
  hiPSC survival: 0.4
  HIF-2a inh: 16
  MITF TRPM1 inh: 0
  NR2E3 ag-2: 5

The results go on.
SMILES	Peg3 prom inh	aDG glyco act	Shn3 inh set2	KKLEB tox	CF NFkB block	NR2E3 ag-1	TWEAK-Fn14 inh	hiPSC survival	HIF-2a inh	MITF TRPM1 inh	NR2E3 ag-2
Cc1nc2ccc(NC(=O)c3cnc(Cl)c(Cl)c3)cc2s1	-187	0.1	-32	11	-15	1	9	0.1	-157	-73	-34
Cc1ccc(NC(=O)CN2C(=O)S/C(=C\c3cc(C)n(-c4ccc(C(=O)O)cc4)c3C)C2=O)cc1	-4	0.1	34	9	-16	2	-6	2.1	-3	8	-8
CS(=O)(=O)c1ccc(C(=O)N(Cc2ccccc2)c2ccccc2)cc1	-4	0.1	-2	1	-11	-3	4	-0.2	9	-5	-30
CC1(C)CC(CCNC(=O)c2ccc(-n3cnnn3)cc2)CC(C)(C)N1	9	-0.1	4	2	6	2	5	15	15	1	-24
Brc1cccc(OCCCN2CCCCCC2)c1	10	3.0	17	12	-6	-3	-3	-0.4	12	-6	16
CCNC(=O)NC(=O)COC(=O)CCCc1nc2ccccc2s1	10	-0.1	3	-6	-3	1	18	-0.6	5	-6	8
CC(C)Sc1nc(N)nc(-c2cccs2)c1C#N	-306	0.3	-32	4	-1	2	-32	-0.7	-278	-62	-83
CCN(CC(=O)NC(=O)Nc1ccccc1F)Cc1ccccc1	-23	-0.1	-10	-1	-6	3	-18	0.2	-48	-13	0
COC(=O)Cn1c(CN2CCC(Cc3ccccc3)CC2)nc2c1c(=O)n(C)c(=O)n2C	3	-0.2	2	2	6	1	-12	2.1	18	3	-9
CCOC(=O)CSc1nnc(CNC(=O)c2cccs2)n1-c1cccc(C)c1	17	0.0	-29	10	-11	1	-5	2.9	16	8	-27
O=C(NCCNS(=O)(=O)c1ccc(Cl)cc1)c1cc(OCC(F)(F)F)ccc1OCC(F)(F)F	2	0.3	9	-9	-18	-4	5	0.7	8	7	4
COc1ccc(C2c3[nH]c4ccccc4c3CCN2C(=O)Cc2nonc2C)c(F)c1 (centres undefined)	-98	-0.1	-66	-17	-7	-4	-30	-0.1	-177	-32	-82
O=C(CC1C(=O)NCCN1Cc1ccc(F)c(F)c1)NCCCn1ccnc1 (centres undefined)	-7	-0.1	1	7	-7	-1	4	1.8	-16	-7	2
CCOC(=O)c1cccc(NC(=O)CCc2nnc3ccc(N4CCCCC4)nn23)c1	0	0.1	-19	3	1	-2	-1	-0.5	4	-2	30
CCOc1ccc(C(=O)N2CCN(c3ccccc3)CC2)cc1	-36	-0.3	-22	21	-2	4	7	0.2	-60	-7	-10
O=C1CC(N2CCC(c3nc4ccccc4[nH]3)CC2)C(=O)N1c1cccc(F)c1 (centres undefined)	-2	0.8	2	9	-3	4	0	-0.1	13	-5	9
O=C(CSc1nnc(COc2ccc(Cl)cc2)o1)N1CCCC1	6	0.0	0	2	-9	2	-7	0.5	6	6	13
C[C@H]1CN([C@@H](C)CO)S(=O)(=O)c2ccc(Br)cc2O[C@@H]1CN(C)S(=O)(=O)c1ccccc1	15	-0.3	2	-6	2	.	3	-1.2	4	.	-43
COC(=O)c1cn(NC(=O)/C=C/c2cc(OC)ccc2OC)c(=O)c2ccccc12	13	-0.4	13	5	9	1	-8	0.4	15	6	9
Fc1cccc(C2NN=C(c3ccccc3)S2)c1 (centres undefined)	-178	-0.1	-32	-2	-30	1	37	-0.3	-84	-4	-97
Cc1ccc(C(=O)N2CCN(c3ccc([N+](=O)[O-])cc3)CC2)o1	10	0.4	18	3	0	2	23	-0.1	15	9	-14
CCn1c(CNc2ccc(Cl)cc2)nnc1SCc1ccc(C)cc1	27	0.6	17	0	6	-1	9	-0.3	21	10	1
NC(c1ccccc1)c1cccs1 (centres undefined)	4	0.1	1	13	-15	.	7	0.8	9	.	8
CC1CCCCN1C(=O)Cn1cnc2c1c(=O)n(C)c(=O)n2C (centres undefined)	12	0.0	-4	1	6	1	12	-1.7	23	7	14
CCn1cc(CNC(=O)c2ccc(OC3CCN(Cc4ccccn4)CC3)cc2)cn1	3	0.6	48	-27	20	2	18	-0.1	4	2	-7
CC(NC(=O)NC(=O)c1ccc(Cl)cc1Cl)C1CC1 (centres undefined)	-171	-0.1	-20	1	6	4	-34	-0.3	-156	-31	-67
COc1ccc(C(=O)NCC(C)(C)N2CCOCC2)cc1S(=O)(=O)N1CCCC1	9	0.0	-3	11	2	-2	-17	5.0	-10	-7	-18
CCN(CC)C(=O)/C(=C/c1cccc([N+](=O)[O-])c1)NC(=O)c1ccco1	11	-0.5	36	-1	-8	2	0	-1.9	10	15	-17
COc1ccc([C@H]2CN(c3ccc(OC)cc3)C(=O)[C@@H]2CC(=O)Nc2ccccc2)cc1	-35	0.0	-32	-8	-8	.	-9	-1.4	-97	.	-15
COc1c(C(=O)NCCSC(C)(C)C)ccc2ccccc12	-102	-0.1	8	-8	21	-4	1	-0.7	-133	-30	-51
Cc1ccc(NC(=O)C2CCCN2C(=O)Oc2ccccc2)cc1C (centres undefined)	-47	0.0	5	23	-30	1	3	-0.1	4	2	-13
O=C(O)Cn1cc2c(n1)CCCC2	2	0.0	12	2	1	1	-10	-0.8	17	3	-12
Cc1ccc(SCC(=O)NNC(=O)c2ccccc2)cc1C	28	0.0	6	-2	-6	6	8	-0.5	4	6	-4
CCc1nc2ccc(C(=O)NCc3ccc4c(c3)OCO4)cn2c1N(CC)CCOC	0	-0.1	5	-1	14	.	-45	1.0	3	.	5
O=C(N/N=C\c1cn[nH]c1-c1ccc(Cl)cc1)c1cccs1	16	0.0	.	0	32	-1	0	-0.6	-12	2	-57
COc1ccc(CCNC(=O)Nc2cccs2)c(OC)c1	-5	0.0	5	1	-8	-1	-21	0.1	-6	-11	-2
COc1ccc(COC(=O)c2cccc(S(=O)(=O)N3CCN(C(C)=O)CC3)c2)cc1F	9	1.0	74	-7	17	-2	8	0.5	6	5	42
CC(=O)N1CCCc2cc(S(=O)(=O)CCC(=O)Nc3cccc(C)c3C)ccc21	4	0.0	6	6	2	5	-6	-0.3	6	-1	14
COc1ccc(S(=O)(=O)N2CCN(S(=O)(=O)c3ccc(C(F)(F)F)cc3)CC2)cc1C	10	-0.1	5	0	0	1	-2	0.0	16	14	-10
COc1ccc(OC)c(N(CC(=O)N2CCC(C)CC2)S(=O)(=O)c2ccccc2)c1	24	0.2	6	9	7	-1	-7	2.6	-20	2	-7
O=C(COc1ccc(/C=N/NS(=O)(=O)c2ccccc2)cc1)Nc1cccc(Cl)c1	-74	0.4	-13	18	-10	3	15	-1.1	-20	-36	-5
COc1ccc([C@H]2C=C(C(=O)O)O[C@@H](OCc3ccc(CO)cc3)C2)cc1	-3	0.1	11	-10	-16	2	16	4.2	-8	3	-20
